Tn7 DDE FP: inhibitors of Tn7 peptide binding to human fibrin DD(E). FP displacement of FITC-Tn7 peptide from fibrin DD(E); 0% = median of compound wells per plate. P02675. 370,000 compounds, 0.13% hits. inhibition, % at 8.3 µM;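 active = inhibition above the mean of compounds falling within the control limits plus 3 SD of them, cut at about 14% in these data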;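 also: 0% = plate median of compound wells and 100% = 10 µM Aha-Tn7 peptide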
Target sequence (P02675 whole entry, looked up): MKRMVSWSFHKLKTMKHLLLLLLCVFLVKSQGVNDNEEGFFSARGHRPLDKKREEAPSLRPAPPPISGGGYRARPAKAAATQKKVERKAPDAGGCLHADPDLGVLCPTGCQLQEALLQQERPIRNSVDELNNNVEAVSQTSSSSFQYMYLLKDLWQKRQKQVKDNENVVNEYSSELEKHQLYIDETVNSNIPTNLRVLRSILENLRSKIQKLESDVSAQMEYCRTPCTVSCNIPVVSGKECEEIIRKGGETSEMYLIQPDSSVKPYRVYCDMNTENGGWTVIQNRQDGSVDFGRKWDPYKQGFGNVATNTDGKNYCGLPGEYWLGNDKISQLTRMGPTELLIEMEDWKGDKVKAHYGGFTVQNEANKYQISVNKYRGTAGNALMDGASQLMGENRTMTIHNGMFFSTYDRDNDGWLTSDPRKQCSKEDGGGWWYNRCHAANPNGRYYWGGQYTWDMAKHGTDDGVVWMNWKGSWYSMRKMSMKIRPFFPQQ
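assay system = human clot-derived fibrin DD(E) complex | quantity = Fibrin-DD(E) at 2 µM final | timing = 10 min preincubation, 3 h with tracer, room temperature | signal = fluorescence polarization | measure = percent inhibition | benchmarks = high control wells with 10 µM unlabelled Aha-Tn7 peptide (full inhibition) | replicates = singlicate testing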
ARFGAP1 inhibitor: rat ARFGAP1 inhibition; inhibition, % at 16.5 µM; 360,000 compounds, 0.26% hits; Arfgap1-stimulated ARF1 GTP hydrolysis, GDP FP detection; Q62848;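 active = inhibition above a per-plate limit, mean inhibition of low control wells plus 3 SD, cut at about 25% in these data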;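 also: 0% = DMSO wells with enzyme and 100% = wells lacking Arfgap1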
Target sequence (Q62848 1-136 limits assumed): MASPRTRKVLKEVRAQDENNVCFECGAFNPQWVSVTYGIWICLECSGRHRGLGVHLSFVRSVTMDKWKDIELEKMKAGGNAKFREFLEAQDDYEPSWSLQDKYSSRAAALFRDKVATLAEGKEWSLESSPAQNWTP
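Assay system: purified rat His6-Arfgap1 residues 1-136 (GAP domain); Reagent: human Δ17 ARF1 bound to GTP; Dosing: 16.5 µM single point, 1.26% DMSO; Times: GTP hydrolysis reaction 2 h at 25 °C; Signal: FP, GDP Alexa 633 tracer displaced from anti-GDP antibody, 620/688 nm; Measure: % inhibition from polarization.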
ASAP1 inh: inhibitors of human ASAP1 ArfGAP activity | Q9ULH1 | ASAP1-stimulated ARF1 GTP hydrolysis, GDP FP detection | inhibition, % at 16.5 µM | 360,000 compounds, 0.19% hits; in the data active = inhibition above about 25%;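 also: 0% = vehicle with enzyme and substrate and 100% = no enzyme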
Target sequence (Q9ULH1 325-724 limits assumed): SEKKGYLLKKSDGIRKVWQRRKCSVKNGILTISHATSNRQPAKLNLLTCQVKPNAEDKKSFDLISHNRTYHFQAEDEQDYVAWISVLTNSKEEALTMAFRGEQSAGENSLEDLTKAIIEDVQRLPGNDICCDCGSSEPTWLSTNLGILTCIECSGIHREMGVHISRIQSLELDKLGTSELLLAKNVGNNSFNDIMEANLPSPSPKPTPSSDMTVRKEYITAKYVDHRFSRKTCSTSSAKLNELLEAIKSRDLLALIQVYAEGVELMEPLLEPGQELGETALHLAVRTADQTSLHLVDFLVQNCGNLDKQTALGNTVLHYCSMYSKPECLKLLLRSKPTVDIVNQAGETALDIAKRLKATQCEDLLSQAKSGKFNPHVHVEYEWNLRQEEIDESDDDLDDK
KLK7 zymogen act: activators of human kallikrein-7 zymogen | activation, % at 7 µM | AID 652039 | 370,000 compounds, 0.9% hits | purified proKLK7, EDANS-DABCYL substrate fluorescence; 100% is mature enzyme control, 0% vehicle | P49862;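 active = activation above the mean of all tested compounds plus 3 SD, computed per campaign excluding outliers beyond control limits, cut at about 13% in these data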
MBD2 DNA inh: blocks human MBD2 binding to methylated DNA; Q9UBB5; TR-FRET, MBD2 binding to methylated oligonucleotide; inhibition, % at 4.4 µM; 370,000 compounds, 0.31% hits; AID 686964; in the data active = inhibition above about 13%
PLC-gamma1 inh: PLC-gamma1 (human) inhibition, primary screen; purified PLC-gamma1, fluorogenic substrate, fluorescence; inhibition, % at 12.2 µM; 370,000 compounds, 0.84% hits; in the data active = inhibition above about 9.5%
ADAM17 inh: ADAM17 inhibition, QFRET primary screen; inhibition, % at 6.95 µM; P78536; recombinant ADAM17, EDANS/DABCYL FRET peptide cleavage; 370,000 compounds, 0.83% hits;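 active = inhibition above the mean of compounds lying between control limits plus 3 SD, set per campaign, cut at about 8.5% in these data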;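 also: 0% = DMSO-only wells as the low control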
UHRF1 MBD2 ctr: UHRF1 methyl-DNA binding inhibition. AID 687016. Q96T88. UHRF1 binding to methylated oligo, TR-FRET. 370,000 compounds, 0.75% hits. inhibition, % at 4.4 µM; in the data active = inhibition above about 21%;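 also: UHRF1 SRA domain binding a hemimethylated CpG hairpin DNA probe; 0% = median of test compound wells and 100% = reference inhibitor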
PLC-beta3 inh: inhibitors of human phospholipase C beta3; 370,000 compounds, 0.18% hits; Purified PLC-beta3, fluorogenic substrate, fluorescence; Q01970; inhibition, % at 12.2 µM; AID 720704; in the data active = inhibition above about 11%;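 also: 0% = median of compound wells on plate and 100% = full blocker control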
Tn6 DDE FP: DD(E)-Tn6 binding inhibition, primary FP screen | P02675 | Fibrin DD(E) TRITC-Tn6 fluorescence polarization displacement | inhibition, % at 8.3 µM | 370,000 compounds, 0.21% hits;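 active = inhibition above a per-campaign cutoff: mean of compounds within control limits plus 3 SD, cut at about 15% in these data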;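 also: 0% = median of all compound wells on the plate and 100% = blocking peptide control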
Active calls of the source: *; i = inactive; . = not tested or not shown.

SMILES	Tn7 DDE FP	ARFGAP1 inhibitor	ASAP1 inh	KLK7 zymogen act	MBD2 DNA inh	PLC-gamma1 inh	ADAM17 inh	UHRF1 MBD2 ctr	PLC-beta3 inh	Tn6 DDE FP
N/C(=N\OC(=O)c1cccc2ccccc12)c1cccc([N+](=O)[O-])c1	-6	18	28*	0.3	-3	7	4	0	2	-2
C#CCN1CC(N(C)CCOC(=O)CCCc2ccccc2)CS1(=O)=O (stereo unspecified)	-4	.	.	-0.1	1	0	-3	0	1	2
COc1ccc(C(C(=O)NC(C)(C)C)N(CCc2ccccc2)C(=O)CCC(=O)Nc2cc(C)on2)cc1 (stereo unspecified)	-6	4	5	1.1	-8	5	5	0	1	4
Cc1ccc(C)c(N2CCN(C(=O)c3cc4ccccc4oc3=O)CC2)c1	-2	-7	1	0.3	0	-1	4	3	-4	-4
O=S(=O)(NCC(c1cccnc1)N1CCN(Cc2ccccc2)CC1)c1ccc(Cl)cc1 (stereo unspecified)	3	4	3	0.5	5	5	-1	0	-7	3
Cc1ccc(/C=N/c2sc(Cc3ccccc3)c(C)c2C(N)=O)o1	0	-5	3	-87	0	-72	-8	-5	-91	-4
CC(Sc1ccc(Cl)cc1)C(=O)NNC(=O)c1ccccc1O (stereo unspecified)	2	4	-12	-1.1	1	-4	-8	-1	-12	0
CCOC(=O)NC1(C(F)(F)F)NC(=O)N(C2CCCCC2)C1=O (stereo unspecified)	-3	-6	14	1.0	1	3	-1	3	1	-6
Cn1cc(CCOCc2ccccn2)c2ccccc21	1	9	9	0.5	-2	0	-2	0	-5	-4
COc1ccc(NC(=O)N(CCCN2CCOCC2)Cc2cccnc2)c(OC)c1	-1	19	8	0.3	-3	1	4	2	3	9
CCN(c1ccccc1)S(=O)(=O)c1ccc(C(=O)Oc2ccc(C(C)=O)cc2)cc1	-1	10	2	0.1	8	7	5	-1	-5	-2
Cc1cc2ncn(/N=C/c3cc(Br)ccc3O)c2cc1C	-2	-2	3	-1.5	3	-2	-3	1	-4	1
COC(=O)c1cccc(NC(=S)N2CCOCC2)c1	9	2	8	-0.9	-3	1	-1	-4	1	8
CC12CN(C(=O)c3ccc(Cl)cc3)C3(C#N)CC1CCC23C (stereo unspecified)	1	6	9	-0.4	8	7	-2	3	2	-7
COc1ccc(Cc2nnc(Cl)c3ccccc23)cc1OC	-3	11	0	0.4	0	1	-6	0	-1	7
CS(=O)(=O)N(CC(O)Cn1c2ccccc2c2ccccc21)c1cccc2ccccc12 (stereo unspecified)	1	20	6	-1.2	3	-11	7	3	-14	2
CCOC(=O)c1n[nH]n2c1nc(=S)c1ccccc12	2	-11	12	0.2	2	-4	-10	-3	-11	-1
Cc1c(C(=O)Nc2ccc(Cc3ccncc3)cc2)cccc1[N+](=O)[O-]	3	5	-7	-0.6	4	3	3	-3	4	5
CCOC(=O)N1CCN(S(=O)(=O)N2CCCC(C(=O)NCc3ccc(C)cc3)C2)CC1 (stereo unspecified)	0	1	-4	0.6	-2	-2	-2	-1	4	-6
O=C(NNC(=O)c1sccc1-n1cccc1)Nc1ccccc1	2	0	0	-0.8	-4	1	-1	-1	-4	0
CN(CC(=O)Nc1cccc(F)c1)C(=O)c1ccc2c(c1)NC(=O)CS2	0	8	-6	-0.6	2	3	0	-1	-3	-6
COc1ccc(CCNC(=O)COC(=O)Cc2cccc3ccccc23)cc1	-1	6	8	-0.6	-3	1	-2	0	-1	-5
COc1ccc(CN2C=C3C(=O)C(C)(OC(=O)CCc4ccccc4)C(=O)C=C3C=C2c2ccc(C#N)cc2)cc1 (stereo unspecified)	1	-10	-3	-1.4	-5	-55	-12	-5	-75	2
COCCNC(=O)c1onc(CSc2cc(C)cc(C)c2)c1C(=O)NCCOC	0	1	5	-0.1	6	-9	-9	1	-5	4
O=C(C[n+]1ccccc1)Nc1cc(C(F)(F)F)ccc1Cl	-2	11	3	-0.2	8	1	-7	5	-4	-4

Later entries:
SMILES	Tn7 DDE FP	ARFGAP1 inhibitor	ASAP1 inh	KLK7 zymogen act	MBD2 DNA inh	PLC-gamma1 inh	ADAM17 inh	UHRF1 MBD2 ctr	PLC-beta3 inh	Tn6 DDE FP
Cc1cccn2c(NCc3ccc4c(c3)OCO4)c(-c3ccc(O)cc3)nc12	4	4	16	-161	-5	i	-223	-1	i	-1
CCNC(=O)C1(C)CCCN(C(=O)c2sc(-c3ccccc3)nc2C)C1 (stereo unspecified)	4	5	-10	-0.9	-1	1	-2	1	0	0
COc1ccccc1CNC(=O)COC(=O)c1ccccn1	1	2	9	0.1	-5	-3	0	1	-4	-2
Nn1c(SC/C=C/c2ccccc2)nnc1-c1ccco1	-2	12	4	0.0	-1	2	0	-2	2	1
O=C(O)COc1ccc(Br)cc1/C=N/O	1	3	1	-0.2	4	2	-5	1	-2	4
COC(=O)C(Cc1cnc(Cl)s1)(C(=O)OC)c1ccccc1[N+](=O)[O-]	2	3	2	-0.3	-2	3	-5	1	0	1
C/C(=C\C(=O)c1ccc(Br)cc1)NCc1ccccc1	-5	-1	0	-0.1	4	-4	-3	0	-7	0
c1ccc(-c2cc(N3CCCCC3)c3ccccc3n2)cc1	-5	2	5	0.9	0	-2	-6	1	0	-1
CC(C)=CCC[C@](C)(O[C@@H]1O[C@H](CO[C@@H]2OC[C@H](O[C@@H]3OC[C@@H](O)[C@H](O)[C@H]3O)[C@H](O)[C@H]2O)[C@@H](O)[C@H](O)[C@H]1O)C1CC[C@]2(C)C1[C@H](O)CC1[C@@]3(C)CC[C@H](O)C(C)(C)C3[C@@H](O)C[C@]12C (stereo partly specified)	7	-10	-15	0.1	-1	-1	2	2	1	11
COc1ccc(C2=NO[C@@H]3C(=O)N(C4CCCCC4)C(=O)[C@H]23)cc1OC	1	-18	-6	-0.4	-2	2	0	-2	1	-3
COc1ccc(NC(=O)N2CCOCC2)cc1	-8	5	2	-0.3	-4	0	0	0	-6	-1
COC(=O)C1=C(C)N(Cc2ccc(C)cc2)C(=O)/C1=C\c1cc(OC)c(OC)c(OC)c1	3	18	-3	0.3	3	-5	3	3	-10	0
Cc1cccc(C)c1NC(=O)C1(NC(=O)C2CCC(=O)N2)CCCCC1 (stereo unspecified)	-4	5	-7	0.3	2	-1	-3	9	-1	-5
Cc1cc(C)c(OCCCCCNCCO)c(C)c1	-3	5	1	-0.9	-1	4	-2	0	-2	2
Cc1cc(C)cc(NC(=O)CN2CCN(c3ccccc3)CC2)c1	0	8	10	0.1	-2	0	0	0	2	-5
CC(C)c1nnc(NC(=O)C2CCCN2C(=O)Nc2ccccc2F)s1 (stereo unspecified)	7	2	9	-0.2	-6	2	-5	-1	-5	-1
Cc1cccc(CN2C(=O)NC(c3ccccc3)(c3ccccc3)C2=O)c1	2	15	-4	-0.1	1	0	4	4	-8	-1
NC(=O)c1ccsc1NC(=O)COC(=O)Cc1ccccc1Cl	-3	-4	9	0.3	-2	0	0	-1	-7	-4
Cn1c(CC(=O)NNC(=O)c2ccc(F)cc2Cl)nc2ccccc21	-1	-6	-2	-0.1	5	-2	1	-3	-7	-1
CN(c1ccccc1)S(=O)(=O)c1cccc(NC(=O)Cc2n[nH]c(=O)c3ccccc23)c1	7	-6	2	0.4	-5	5	2	0	2	-4
Cc1cc(/C=C(\C#N)C(=O)NCc2ccccc2)c(C)[nH]1	0	-8	-2	0.6	-2	-16	-4	-2	-26	-6
CC(C)NC(=O)c1ccc(S(=O)(=O)N(C)C)cc1	7	6	2	0.5	2	2	-5	-2	-2	-1
Cc1cccc(OCC(=O)Nc2ccc3c(c2)nc(CCN2CCN(C)CC2)n3C)c1	8	-46	-2	0.0	3	1	-5	0	2	6
COc1cccc(N2CCN(C(=O)CCc3nnc4ccc(N5CCCC5)nn34)CC2)c1	0	1	-9	1.3	2	-3	-1	-1	-6	2
COc1ccccc1CC(=O)NNC(=O)c1ccc(C(C)(C)C)cc1	-2	13	18	-0.1	0	-3	1	6	-1	-11
CN(C)c1ccc2c3c(ccc(N(C)C)c13)COC2	4	6	-7	-0.3	2	-1	-3	-4	-1	-6
Cc1ccc(N(C(=O)c2sc(C)nc2C)C(C(=O)NCc2ccco2)c2ccccc2)cc1 (stereo unspecified)	-1	8	12	-0.2	3	-3	-5	2	1	0
CC/C(=C\c1ccc(N(C)C)cc1)c1ccncc1	3	3	-20	-0.7	3	-84	-5	3	-102	6

Reformatted with values ahead of the structure: part of the list above
Tn7 DDE FP	ARFGAP1 inhibitor	ASAP1 inh	KLK7 zymogen act	MBD2 DNA inh	PLC-gamma1 inh	ADAM17 inh	UHRF1 MBD2 ctr	PLC-beta3 inh	Tn6 DDE FP	mol
9	2	8	-0.9	-3	1	-1	-4	1	8	COC(=O)c1cccc(NC(=S)N2CCOCC2)c1
1	6	9	-0.4	8	7	-2	3	2	-7	CC12CN(C(=O)c3ccc(Cl)cc3)C3(C#N)CC1CCC23C (stereo unspecified)
-3	11	0	0.4	0	1	-6	0	-1	7	COc1ccc(Cc2nnc(Cl)c3ccccc23)cc1OC
1	20	6	-1.2	3	-11	7	3	-14	2	CS(=O)(=O)N(CC(O)Cn1c2ccccc2c2ccccc21)c1cccc2ccccc12 (stereo unspecified)
2	-11	12	0.2	2	-4	-10	-3	-11	-1	CCOC(=O)c1n[nH]n2c1nc(=S)c1ccccc12
3	5	-7	-0.6	4	3	3	-3	4	5	Cc1c(C(=O)Nc2ccc(Cc3ccncc3)cc2)cccc1[N+](=O)[O-]
0	1	-4	0.6	-2	-2	-2	-1	4	-6	CCOC(=O)N1CCN(S(=O)(=O)N2CCCC(C(=O)NCc3ccc(C)cc3)C2)CC1 (stereo unspecified)
2	0	0	-0.8	-4	1	-1	-1	-4	0	O=C(NNC(=O)c1sccc1-n1cccc1)Nc1ccccc1
0	8	-6	-0.6	2	3	0	-1	-3	-6	CN(CC(=O)Nc1cccc(F)c1)C(=O)c1ccc2c(c1)NC(=O)CS2
-1	6	8	-0.6	-3	1	-2	0	-1	-5	COc1ccc(CCNC(=O)COC(=O)Cc2cccc3ccccc23)cc1
1	-10	-3	-1.4	-5	-55	-12	-5	-75	2	COc1ccc(CN2C=C3C(=O)C(C)(OC(=O)CCc4ccccc4)C(=O)C=C3C=C2c2ccc(C#N)cc2)cc1 (stereo unspecified)

3 structures already listed, sorted by molar mass, falling.
SMILES	Tn7 DDE FP	ARFGAP1 inhibitor	ASAP1 inh	KLK7 zymogen act	MBD2 DNA inh	PLC-gamma1 inh	ADAM17 inh	UHRF1 MBD2 ctr	PLC-beta3 inh	Tn6 DDE FP
Cc1cc(/C=C(\C#N)C(=O)NCc2ccccc2)c(C)[nH]1	0	-8	-2	0.6	-2	-16	-4	-2	-26	-6
CC(C)NC(=O)c1ccc(S(=O)(=O)N(C)C)cc1	7	6	2	0.5	2	2	-5	-2	-2	-1
CN(C)c1ccc2c3c(ccc(N(C)C)c13)COC2	4	6	-7	-0.3	2	-1	-3	-4	-1	-6
